Compound activity from PubChem.
IDH1 mut inh – IDH1 R132H (human) inhibition | inhibition, % at 10 µM | 0.18% of 70,000 active | O75874 | IDH1 R132H reductase, diaphorase/resazurin fluorescence, 60 min; in the data active = inhibition above about 34%;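 note: 0% = DMSO and 100% = no enzyme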
Target sequence (O75874 whole entry R132H): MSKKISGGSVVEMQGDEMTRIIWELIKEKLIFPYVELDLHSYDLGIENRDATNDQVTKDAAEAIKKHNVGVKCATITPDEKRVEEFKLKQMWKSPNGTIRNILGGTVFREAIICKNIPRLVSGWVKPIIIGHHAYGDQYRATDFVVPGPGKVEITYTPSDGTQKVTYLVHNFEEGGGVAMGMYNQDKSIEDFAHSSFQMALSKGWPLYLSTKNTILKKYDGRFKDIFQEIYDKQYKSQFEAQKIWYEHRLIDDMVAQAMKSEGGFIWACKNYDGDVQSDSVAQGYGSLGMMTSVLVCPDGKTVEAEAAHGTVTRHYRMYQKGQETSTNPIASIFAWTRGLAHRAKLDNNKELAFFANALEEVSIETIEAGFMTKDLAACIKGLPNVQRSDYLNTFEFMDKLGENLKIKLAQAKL
PRC2 inh – inhibitors of human EZH2/PRC2 methyltransferase; PRC2 H3K27 methylation, DELFIA TRF, 1 h; 0.35% of 57,000 active; inhibition, % at 12.5 µM; AID 651548;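 active = mean inhibition of replicates at least 50% and every single replicate also reaching 50%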;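 note: dimethyl H3K27 on biotinylated H3 21-44 peptide detected by antibody; plate controls were median neutral control wells for no effect and median positive control wells for full effect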
* marks the source's active call; other numbers are inactive results; x = no result given. These rows are one share of the data. The share of hits here may be higher or lower than overall.

SMILES	IDH1 mut inh	PRC2 inh
COc1ccc(CNC(=O)C[C@H]2CC[C@H](NC(=O)Nc3ccc4c(c3)OCO4)[C@@H](CO)O2)cc1	0.3	-0.1
C[C@@H]1CN([C@H](C)CO)C(=O)Cc2cc(NC(=O)Cc3cn(C)c4ccccc34)ccc2O[C@H]1CN(C)S(=O)(=O)c1cn(C)cn1	-29.2	x
O=C(N[C@H]1CC[C@H](CCNS(=O)(=O)c2ccc(F)cc2)O[C@H]1CO)C1CC1	-0.2	5.3
COCC(=O)Nc1ccc2c(c1)[C@@H]1C[C@H](CC(=O)NCC3CC3)O[C@H](CO)[C@@H]1O2	-3.0	16.7
O=C(Nc1ccc2c(c1)OCO2)N[C@H]1CC[C@H](CCNC(=O)C2CCCCC2)O[C@H]1CO	-0.2	8.7
COC(=O)c1ccccc1NC(=O)c1cc(-c2ccccn2)nc2c(C)c(Cl)ccc12	-0.2	3.7
C[C@@H]1CN([C@@H](C)CO)C(=O)c2cc(N(C)C)ccc2O[C@@H]1CN(C)S(=O)(=O)c1ccc(F)cc1	-13.6	-1.2
O=C(N[C@H]1CC[C@@H](CCNS(=O)(=O)c2ccc(Cl)cc2)O[C@@H]1CO)c1cccc(F)c1	-0.4	4.3
C[C@@H]1CN([C@@H](C)CO)C(=O)c2cc(NS(=O)(=O)c3ccccc3)ccc2O[C@H]1CN(C)Cc1ccc(Oc2ccccc2)cc1	-1.7	x
COc1cc(OC)c(NC(=O)CCCN2C(=O)c3ccccc3C2=O)cc1Cl	0.1	-12.6
CCC(=O)Nc1ccc2c(c1)C(=O)N(C)C[C@@H](OC)[C@H](C)CN(C(=O)CN1CCOCC1)[C@H](C)CO2	0.3	-4.8
O=C(O)C[C@H]1C=C[C@@H](NC(=O)Nc2ccccc2)[C@H](CO)O1	0.4	-3.4
C=C(C)C1Cc2cc(C(C)=O)ccc2O1 (centres undefined)	-0.1	-1.7
CCOC(=O)[C@H](CCc1ccccc1)N[C@@H](C)C(=O)N1C(C(=O)O)C[C@@H]2CCC[C@@H]21 (some centres undefined)	0.5	x
CCCN(C)C[C@H]1Oc2cc(-c3cccc(OC)c3)ccc2S(=O)(=O)N([C@H](C)CO)C[C@H]1C	-2.4	-3.8
C[C@H]1CN([C@@H](C)CO)S(=O)(=O)c2ccc(C#Cc3ccccc3)cc2O[C@H]1CN(C)C(=O)c1ccccn1	-0.4	x
C[C@H]1CN([C@@H](C)CO)C(=O)c2cc(-c3cccc(C#N)c3)cnc2O[C@H]1CN(C)C(=O)c1cnccn1	-0.3	2.9
C[C@H](CO)N1C[C@H](C)[C@@H](CN(C)Cc2ccc(Cl)c(Cl)c2)Oc2ccc(NC(=O)Cc3ccccc3)cc2CC1=O	-0.2	x
C[C@@H]1CN([C@H](C)CO)C(=O)c2cc(-c3cncnc3)cnc2O[C@@H]1CN(C)C(=O)c1cccc(F)c1	-0.1	x
COc1ccc(S(=O)(=O)N[C@@H]2CC[C@H](CCNC(=O)Cc3ccccn3)O[C@@H]2CO)cc1	0.0	-3.3
Cc1noc(C)c1S(=O)(=O)N(C)C[C@@H]1OCCCC[C@H](C)Oc2ccc(NS(C)(=O)=O)cc2C(=O)N([C@H](C)CO)C[C@H]1C	0.9	x
NCC[C@H]1CC[C@@H](NS(=O)(=O)Cc2ccccc2)[C@@H](CO)O1	0.1	2.2
O=C(COc1ccc2ccccc2c1)Nc1ccccc1-c1nc2ccccc2s1	0.3	-4.1
O=C(NO)c1cccc(C(=O)N/N=C/c2ccoc2)c1	x	7.8
COc1ccc(S(=O)(=O)N(CC(N)=O)C2CCCCC2)cc1OC	0.0	-21.2
COc1ccc(CN(C)C[C@H]2Oc3ccc(NC(=O)Cc4ccccc4)cc3C(=O)N([C@H](C)CO)C[C@H]2C)cc1	0.9	-4.1
COc1cc(NC(=O)CN2c3cccc4cccc(c34)S2(=O)=O)cc(OC)c1OC	0.3	x
Cc1ccc(NS(=O)(=O)c2cc(C(=O)Nc3cccc(N(C)S(C)(=O)=O)c3)ccc2C)c(C)c1	0.0	9.7
O=C(C[C@H]1C=C[C@H](NS(=O)(=O)c2ccccc2)[C@H](CO)O1)NCc1ccc(Cl)c(Cl)c1	-0.2	1.1
COc1ccc(NC(=O)N[C@@H]2CC[C@@H](CCn3cc(-c4ccccn4)nn3)O[C@@H]2CO)cc1	0.1	4.1
CC(=O)n1cc([C@@H]2C=C(C(=O)N3CCCCCCC3)O[C@H](OCc3ccc(CO)cc3)C2)c2ccccc21	x	6.7
C[C@H]1CN([C@@H](C)CO)C(=O)c2cc(NC(=O)CCC(F)(F)F)ccc2O[C@H]1CN(C)Cc1ccc(C(=O)O)cc1	-0.8	2.0
C[C@@H]1CN([C@H](C)CO)C(=O)Cc2cc(NC(=O)CCN3CCOCC3)ccc2O[C@@H]1CN(C)S(=O)(=O)c1ccc(F)cc1	x	-1.2
COC(=O)C[C@@H]1C[C@@H]2c3cc(NS(=O)(=O)c4ccc(OC)cc4)ccc3O[C@@H]2[C@@H](CO)O1	-0.5	-40.9
O=C(O)[C@H]1O[C@@H](Oc2cc(O)c3c(=O)c(-c4ccc(O)cc4)coc3c2)[C@H](O)[C@@H](O)[C@@H]1O	0.0	x
C[C@@H]1CN([C@H](C)CO)C(=O)c2cc(C#CCN(C)C)cnc2O[C@H]1CN(C)S(=O)(=O)c1ccccc1	-7.2	0.7
C[C@H]1CN([C@@H](C)CO)C(=O)c2cccc(NC(=O)c3ccncc3)c2O[C@H]1CN(C)S(=O)(=O)c1cn(C)cn1	3.9	x
COc1ccccc1-c1ccc2c(c1)O[C@@H](CN(C)S(=O)(=O)c1ccc(F)cc1)[C@H](C)CN([C@H](C)CO)S2(=O)=O	-0.8	5.8
COc1ccc(N2C(=O)CC(SCC(=O)Nc3ccccc3F)C2=O)cc1 (centres undefined)	-0.1	-3.7
CO[C@H]1CN(C)C(=O)c2ccc(NC(=O)C3CC3)cc2OC[C@H](C)N(CC2CCCC2)C[C@H]1C	0.4	-11.4
COc1ccc(NC(=O)N(C)C[C@H]2Oc3cc(-c4ccncc4)ccc3S(=O)(=O)N([C@H](C)CO)C[C@H]2C)cc1	-0.4	x
C[C@H]1CN([C@@H](C)CO)C(=O)c2cc(NC(=O)C3CCCCC3)ccc2O[C@H]1CN(C)C	-1.5	-10.3
COc1ccccc1NC(=O)Nc1ccc2c(c1)C(=O)N(C)C[C@H](OC)[C@H](C)CN(C)[C@@H](C)CO2	-0.5	-20.2
C[C@@H]1CCCCO[C@@H](CN(C)C(=O)Nc2cccc3ccccc23)[C@@H](C)CN([C@H](C)CO)C(=O)c2cc(NS(=O)(=O)c3ccc(Cl)cc3)ccc2O1	4.4	x
C[C@@H]1CN([C@H](C)CO)C(=O)c2cc(/C=C/c3ccccc3)cnc2O[C@H]1CN(C)C(=O)CN(C)C	0.6	-20.4
CCn1c(SCC(=O)Nc2cccc(C)c2C)nnc1-c1cccs1	-0.9	-5.7
COCC(=O)N1C[C@H](C)[C@H](OC)CN(C)C(=O)c2ccc(NC(=O)c3ccc(OC)cc3)cc2OC[C@H]1C	0.0	-2.6
COc1ccc(OC)c(NC(=O)CN(c2cc(C(F)(F)F)ccc2Cl)S(C)(=O)=O)c1	0.0	0.7
COC(=O)c1sc(NC(=S)Nc2ccc(Cl)cn2)c(C(=O)OC)c1C	0.3	4.8
C[C@@H]1CN([C@@H](C)CO)C(=O)c2cc(-c3ccccc3)cnc2O[C@@H]1CN(C)C(=O)Cc1ccccc1	-0.2	3.8

Profiles, quoted from the list:
`COCC(=O)N1C[C@H](C)[C@H](OC)CN(C)C(=O)c2ccc(NC(=O)c3ccc(OC)cc3)cc2OC[C@H]1C` is listed as IDH1 mut inh = 0.0; PRC2 inh = -2.6
`C[C@H]1CN([C@@H](C)CO)C(=O)c2cc(NC(=O)C3CCCCC3)ccc2O[C@H]1CN(C)C` is listed as IDH1 mut inh = -1.5; PRC2 inh = -10.3

New compounds follow:
SMILES	IDH1 mut inh	PRC2 inh
O=C(NO)c1cccc(C(=O)N/N=C/c2ccc(I)cc2)c1	x	43.0
C[C@H]1CN([C@@H](C)CO)C(=O)c2cccc(NS(=O)(=O)c3ccccc3)c2O[C@@H]1CN(C)Cc1ccc(Cl)c(Cl)c1	x	-9.1
CO[C@@H]1CN(C)C(=O)c2ccc(NC(=O)Nc3ccccc3)cc2OC[C@H](C)NC[C@@H]1C	-0.3	2.7
COc1ccccc1NC(=O)N(C)C[C@H]1Oc2ncc(C#CCN(C)C)cc2C(=O)N([C@@H](C)CO)C[C@H]1C	-1.1	-24.7
CCCN(C)C[C@@H]1Oc2cc(C#CCC3CCCC3)ccc2S(=O)(=O)N([C@H](C)CO)C[C@@H]1C	-0.3	3.3
O=C(C[C@@H]1C=C[C@H](NC(=O)c2cccc(F)c2)[C@@H](CO)O1)NCc1ccccc1	0.9	-12.1
COCC(=O)N(C)C[C@H]1Oc2ncc(C#Cc3cccnc3)cc2C(=O)N([C@H](C)CO)C[C@@H]1C	3.4	15.8
COc1ccc(Cl)cc1NC(=S)NCCCn1nc(C)c(Br)c1C	-0.4	-3.3
C[C@@H]1CN([C@H](C)CO)C(=O)c2cccc(NC(=O)c3cnccn3)c2O[C@H]1CN(C)S(=O)(=O)c1cccs1	3.6	x
C[C@H](CO)N1C[C@H](C)[C@@H](CN(C)Cc2ccccn2)Oc2ncc(-c3ccccc3)cc2C1=O	1.7	x
COc1ccc(S(=O)(=O)Nc2cccc3c2O[C@@H](CN(C)S(=O)(=O)c2ccc(F)cc2)[C@@H](C)CN([C@H](C)CO)C3=O)cc1	-10.4	x
Cc1ccc(C)c(NC(=O)CCn2cnc3ccccc3c2=O)c1	0.3	-4.9
COC(=O)c1cc(-c2ccccc2)sc1NC(=O)c1cc(-c2cccnc2)nc2ccccc12	0.3	6.8
CCO[C@H]1OC(C(=O)Nc2ccccc2)=C[C@@H](c2coc3ccccc3c2=O)[C@@H]1CCCO	x	-4.3
CO[C@H]1CN(C)C(=O)c2ccc(NC(=O)c3cnccn3)cc2OC[C@H](C)NC[C@H]1C	0.1	2.3
Cc1noc(C)c1S(=O)(=O)N(C)C[C@H]1Oc2ccc(NC(=O)Nc3ccc(F)cc3)cc2CC(=O)N([C@H](C)CO)C[C@H]1C	1.3	x
C[C@H](CO)N1C[C@H](C)[C@@H](CN(C)Cc2ccccc2)Oc2ncc(-c3cccnc3)cc2C1=O	0.2	8.3
COc1ccc(S(=O)(=O)Nc2cccc3c2O[C@H](CN(C)CC2CC2)[C@@H](C)CN([C@@H](C)CO)C3=O)cc1	-1.8	x
CC(=O)N(C)C[C@H]1Oc2ncc(C#Cc3ccncc3)cc2C(=O)N([C@H](C)CO)C[C@H]1C	24.2	-3.6
Cc1cccc(CN(C)C[C@H]2OCc3cnnn3CCCC(=O)N([C@@H](C)CO)C[C@@H]2C)c1	-0.5	x

Overlap with the part before: 4 entries, then new ones.
SMILES	IDH1 mut inh	PRC2 inh
C[C@H](CO)N1C[C@H](C)[C@@H](CN(C)Cc2ccccc2)Oc2ncc(-c3cccnc3)cc2C1=O	0.2	8.3
COc1ccc(S(=O)(=O)Nc2cccc3c2O[C@H](CN(C)CC2CC2)[C@@H](C)CN([C@@H](C)CO)C3=O)cc1	-1.8	x
CC(=O)N(C)C[C@H]1Oc2ncc(C#Cc3ccncc3)cc2C(=O)N([C@H](C)CO)C[C@H]1C	24.2	-3.6
Cc1cccc(CN(C)C[C@H]2OCc3cnnn3CCCC(=O)N([C@@H](C)CO)C[C@@H]2C)c1	-0.5	x
CCOc1ccc(N2C(=O)CC(Sc3nc(O)c(CC)c(=O)[nH]3)C2=O)cc1 (centres undefined)	0.2	-5.0
C[C@@H](NC(=O)C[C@@H]1C[C@H]2c3cc(NC(=O)Nc4ccccc4F)ccc3O[C@H]2[C@H](CO)O1)c1ccccc1	-1.4	-1.1
C[C@@H]1CN([C@@H](C)CO)C(=O)c2cc(NC(=O)Nc3ccccc3)ccc2O[C@@H]1CN(C)C(=O)Nc1ccc(C(F)(F)F)cc1	0.9	x
N#C[C@@H]1[C@@H](c2ccccc2)[C@@H](CO)N1C(=O)Cc1ccccc1	-0.3	x
C[C@@H]1CCCCO[C@@H](CN(C)Cc2ccccc2)[C@@H](C)CN([C@H](C)CO)C(=O)c2cc(NC(=O)Nc3ccc4c(c3)OCO4)ccc2O1	0.4	x
CCN(/C=N/c1sc2c(c1C#N)CCCCC2)CC	1.0	29.8
COc1cc(O)c(C)c(O)c1	1.1	x
COc1ccc(S(=O)(=O)N(C)C[C@H]2OCCCC[C@H](C)Oc3ccc(NS(C)(=O)=O)cc3C(=O)N([C@@H](C)CO)C[C@@H]2C)cc1	-0.7	x
COc1ccc(C#Cc2cnc3c(c2)C(=O)N([C@H](C)CO)C[C@@H](C)[C@H](CN(C)C)O3)cc1	-0.2	-43.1
C[C@@H]1CN([C@@H](C)CO)C(=O)Cc2cc(NC(=O)C3CC3)ccc2O[C@H]1CN(C)C(=O)Nc1ccccc1	3.5	x
CO[C@@H]1CN(C)C(=O)c2cccc(C#N)c2OC[C@H]2O[C@H](CC[C@H]2OC)CCN(C)C(=O)[C@H]1C	0.2	12.5
CC(=O)O[C@@H]1C[C@@]2(C)C(CC[C@@H]2C(C)=O)C2CCC3=CC(=O)CC[C@]3(C)C21 (some centres undefined)	-0.2	x
Cc1ccc(S(=O)(=O)Nc2cccc3c2O[C@@H](CN(C)Cc2ccc4c(c2)OCO4)[C@@H](C)CN([C@H](C)CO)C3=O)cc1	x	12.6
Cc1ccc(NC(=O)CSc2nc3cc(Cl)ccc3s2)c(C)c1	0.0	25.5
O=c1c2ccccc2nc(CSc2nnnn2-c2ccccc2)n1-c1ccccc1Cl	0.2	7.1
